RGS4 block – inhibitors of human RGS4; 310,000 compounds, 0.45% hits; HEK293 M3R/RGS4 inducible, Fluo-4 calcium flux; hits give high values; triggered by carbachol at its EC20; B-score at 10 µM; P49798;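 active = B-score, a plate-corrected calcium signal, over three deviations above library mean, with baseline fluorescence within five deviations of library mean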;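 also: RGS4 expression induced by doxycycline in cells with stable M3 receptor; B-score is computed from the integrated fluorescence ratio over baseline after carbachol; higher B-score means a larger calcium signal and so more RGS4 inhibition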
TRPC4 PAM – allosteric potentiators of mouse TRPC4 channel | Q9QUQ5 | HEK293 TRPC4beta/mu-opioid, DAMGO EC20, Fluo-4 Ca2+ flux; hits give high values | B-score at 10 µM | 310,000 compounds, 0.42% hits;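 active = B-score of calcium response area above 5 SD of library B-scores, with initial fluorescence ratio within 5 SD of library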;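 also: B-score of integrated fluorescence ratio over time as area under calcium response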
TRPC4 agonist – activators of mouse TRPC4 channel; Q9QUQ5; HEK293 TRPC4beta/mu-opioid, Fluo4 calcium fluorescence; hits give high values; B-score at 10 µM; 310,000 compounds, 0.49% hits;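 active = B-score above 5 SD of library B-scores, and initial fluorescence ratio not above library mean plus 5 SD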;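 also: positive B-score marks a calcium rise read as TRPC4 activation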
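Material: TRPC4beta and mu-opioid receptor HEK293 stable cells | Incubation: 45 min room-temperature Fluo4 loading, 110 s read | Detection: Kinetic Fluo4 calcium fluorescence | Measure: Integrated baseline-normalised fluorescence ratio, converted to per-well B score | Benchmarks: Low control buffer alone, high control maximal DAMGO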
TRPC6 inh – blocks the mouse TRPC6 cation channel; HEK293-TRPC6, membrane potential dye, ACh-evoked depolarization; hits give low values; B-score at 10 µM; 310,000 compounds, 1.1% hits;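 active = B-score under library mean minus 3 SD, initial fluorescence not abnormally high, positive integrated signal ratio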;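 also: B-score derived from integrated fluorescence ratio over the kinetic read; more negative B-score means stronger inhibition of depolarization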
TRPC4 inh – TRPC4 (mouse) channel inhibition. B-score at 10 µM. HEK293 TRPC4beta/mu-opioid, DAMGO-evoked Fluo4 calcium flux; hits give low values. AID 2247. 300,000 compounds, 0.39% hits;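 active = B-score over 3 SD under the library average, no early fluorescence shift, positive overall ratio signal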
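Signal: kinetic Fluo4 fluorescence imaging of calcium influx. Material: stable TRPC4beta/mu-opioid receptor HEK293 cells. Probe or stimulus: DAMGO in two steps, submaximal then maximal.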
MrgX1 PAM – human MrgX1 positive allosteric modulation, primary screen. MrgX1-HEK293, Fluo-4 calcium flux, FDSS; hits give high values. B-score at 10 µM. 310,000 compounds, 0.63% hits;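 active = plate-corrected calcium response at least 3 library SD above typical, normal starting fluorescence, not activating the receptor alone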;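 also: compound read alongside a low EC10 to EC30 dose of BAM8-22 agonist; peak minus trough fluorescence over baseline measured at the second addition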
MrgX1 agonist – human MrgX1 receptor agonism, primary screen | Q96LB2 | MrgX1-HEK293 cells, Fluo-4 calcium fluorescence, agonist mode; hits give high values | B-score at 10 µM | 310,000 compounds, 0.44% hits;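 active = calcium response B-score plate-corrected fluorescence ratio at least 3 library SD, with starting fluorescence B-score inside 5 SD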
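Material: MrgX1-expressing HEK293 cells / Dosing: compound as first of three additions / Incubation: overnight seeding, then 1 h dark dye loading / Signal: Fluo-4 NW calcium fluorescence / Evaluation: B-scored fluorescence response ratio / Benchmarks: positive and negative control wells on each plate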
MrgX1 antagonist – blocks BAM8-22 activation of human MrgX1 receptor; AID 588676; B-score at 10 µM; 310,000 compounds, 1.3% hits; MRGX1-HEK293 calcium flux, Fluo-4, BAM8-22 antagonism; hits give low values;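 active = calcium-response B-score plate-corrected more than 3 library SD below zero, starting fluorescence within 5 deviations, no agonist response on first addition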;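 also: peak minus trough fluorescence over baseline after final BAM8-22 challenge near maximal dose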
TRPC6 activator – activators of mouse TRPC6 channel; 310,000 compounds, 0.13% hits; HEK293-TRPC6 membrane potential dye fluorescence; hits give high values; B-score at 10 µM; Q61143;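 active = B-score of the integrated fluorescence ratio above library mean plus 3 SD, and starting fluorescence ratio within library mean plus 5 SD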;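 also: higher score means more depolarization so channel activation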
ANO1 activ – activators or potentiators of mouse TMEM16A chloride channel; HEK293 TMEM16A/YFP-H148Q/I152L, iodide quench fluorescence; hits give low values; Q8BHY3; B-score at 10 µM; 340,000 compounds, 0.3% hits; AID 623877;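 active = fluorescence-ratio B-score plate-corrected deviation score at least 3 library SD below zero, with starting fluorescence score within 5 deviations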;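 also: channel opened by trigger with iodide after compound preincubation; score built on the fluorescence ratio of max minus min over baseline; more negative score means more quench and so TMEM16A activation or potentiation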
Target sequence (Q8BHY3 whole entry, looked up): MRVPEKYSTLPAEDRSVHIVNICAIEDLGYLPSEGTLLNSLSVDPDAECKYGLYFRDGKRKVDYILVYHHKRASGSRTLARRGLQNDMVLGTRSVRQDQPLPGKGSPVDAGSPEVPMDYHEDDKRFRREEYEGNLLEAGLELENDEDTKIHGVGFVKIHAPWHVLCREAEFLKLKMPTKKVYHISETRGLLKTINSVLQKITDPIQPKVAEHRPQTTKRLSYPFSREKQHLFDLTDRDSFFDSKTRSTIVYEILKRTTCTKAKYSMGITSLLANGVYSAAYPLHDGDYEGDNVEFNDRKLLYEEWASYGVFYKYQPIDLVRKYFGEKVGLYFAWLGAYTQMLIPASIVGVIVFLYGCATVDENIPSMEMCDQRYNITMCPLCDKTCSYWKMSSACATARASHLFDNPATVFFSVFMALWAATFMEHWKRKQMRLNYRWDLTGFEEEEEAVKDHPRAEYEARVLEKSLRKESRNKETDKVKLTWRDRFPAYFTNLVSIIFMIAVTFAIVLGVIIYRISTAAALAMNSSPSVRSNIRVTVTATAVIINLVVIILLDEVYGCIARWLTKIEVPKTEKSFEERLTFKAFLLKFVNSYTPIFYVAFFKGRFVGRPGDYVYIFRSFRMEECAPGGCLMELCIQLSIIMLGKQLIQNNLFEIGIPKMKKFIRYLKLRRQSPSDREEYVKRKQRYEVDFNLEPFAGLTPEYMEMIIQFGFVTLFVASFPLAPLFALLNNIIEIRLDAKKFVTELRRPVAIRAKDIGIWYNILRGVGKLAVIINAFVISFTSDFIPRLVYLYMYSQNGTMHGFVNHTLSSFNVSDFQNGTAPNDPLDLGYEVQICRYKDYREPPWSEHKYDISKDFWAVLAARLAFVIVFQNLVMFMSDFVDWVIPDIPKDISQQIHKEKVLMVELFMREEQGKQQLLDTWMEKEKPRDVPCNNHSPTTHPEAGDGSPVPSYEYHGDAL
ANO1 block – mouse TMEM16A channel inhibition, primary screen. normalized B-score (activity score, 25-100; higher = stronger inhibition) at 10 µM. 310,000 compounds, 1.2% hits. Q8BHY3. HEK293 TMEM16A/YFP iodide influx fluorescence, ionomycin;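 active = ratio plate-corrected score three or more library SD toward inhibition, starting fluorescence score within five deviations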;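 also: score derived from kinetic fluorescence span divided by baseline fluorescence per well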
Active calls of the source: *; i = inactive; x = not tested or not shown. Not a hit list, and some 5.8% of all compounds hit somewhere here.

SMILES	RGS4 block	TRPC4 PAM	TRPC4 agonist	TRPC6 inh	TRPC4 inh	MrgX1 PAM	MrgX1 agonist	MrgX1 antagonist	TRPC6 activator	ANO1 activ	ANO1 block
O=C(NCc1ccco1)c1cc(-c2cccc(Cl)c2)on1	i	i	i	i	i	i	i	i	i	i	i
COc1cccc2c(=O)c3ccccc3oc12	i	i	i	i	i	i	i	i	i	i	i
O=C(C(NS(=O)(=O)c1cccc2nsnc12)c1ccccc1)N1CCN(c2ccccc2)CC1 (stereo not given)	i	i	i	i	i	i	i	i	i	i	i
Cc1ccc2nc(C)c3c(c2c1)N(c1ccccc1)CC3	i	i	i	-8.6*	i	i	i	i	i	i	i
COc1ccc(CNC(=O)CN2C(=O)NC3(CCCCCC3)C2=O)cc1OC	i	i	i	i	i	i	i	i	i	i	i
O=C(Cn1nc(C(F)(F)F)c2c1CCCC2)Nc1ccc2c(c1)OCO2	i	i	i	i	i	i	i	i	i	i	i
COc1cccc(/C=N/Nc2ncnc(N)c2[N+](=O)[O-])c1OC	i	i	i	i	i	i	i	i	i	i	i
COCc1c(C(=O)OCc2nc(N)nc(Nc3ccccc3C)n2)oc2ccccc12	i	i	i	i	i	i	i	i	i	i	i
Cc1ccc(C(=O)CSc2nnc(COc3ccccc3)o2)cc1	i	i	i	i	i	i	i	i	i	i	i
O=C(CCc1nc2ccccc2s1)OCC(=O)c1ccc[nH]1	i	i	i	i	i	i	i	i	i	i	i
CCO[C@@H]1OC(C(=O)Nc2ccccc2)=C[C@H](C)[C@H]1CCCO	i	i	i	i	i	i	i	i	i	i	i
CCOC(=O)NN=C1CCC(c2ccccc2)CC1 (stereo not given)	i	i	i	i	i	i	i	i	i	i	i
COc1ccc(CCNC(=O)CC2SC(N)=NC2=O)cc1OC (stereo not given)	i	i	i	i	i	i	i	i	i	i	i
NC(=O)C1(C(N)=O)OC1c1ccc(Cl)c(Cl)c1 (stereo not given)	i	i	i	i	i	i	i	i	i	i	i
CC(NC(=O)C(=O)N1CCCCC1)C(c1cccs1)N1CCN(c2ccccc2)CC1 (stereo not given)	i	i	i	i	i	i	i	i	i	i	i
O=C(NC(=S)Nc1ccc(N2CCOCC2)cc1)c1ccccc1	i	i	i	i	i	i	i	i	i	i	i
Cc1[nH]nc(NNC(=O)c2ccccc2)c1[N+](=O)[O-]	i	i	i	i	i	i	i	i	i	i	i
O=C(N=c1ccn(-c2nc3ccccc3nc2NS(=O)(=O)c2ccc(Cl)cc2)cc1)c1cccs1	i	i	i	i	i	i	i	i	i	i	i
Cc1ccccc1-c1nc(S(=O)(=O)c2ccc(Br)cc2)c(NCc2cccnc2)o1	i	i	i	i	i	i	i	i	i	i	i
COc1ccc(C2=NOC(C(=O)Nc3cc(C)nn3-c3ccccc3)C2)cc1OC (stereo not given)	i	i	i	i	i	i	i	i	i	i	i
Cc1cccc(C)c1NC(=O)C1(NC(=O)c2cnccn2)CCCCC1	i	i	i	i	i	i	i	i	i	i	i
CN(Cc1ccccc1)C(=O)c1cn(C)c2ccc(S(=O)(=O)N3CCCC3)cc2c1=O	i	12*	i	i	i	i	i	i	i	i	i
O=C(O)CN1CCN(Cc2ccc(Cl)cc2)C1=O	i	i	i	i	i	i	i	i	i	i	i
N#Cc1c(NC(=O)CSc2n[nH]c(Cc3ccccc3)n2)oc(-c2ccccc2)c1-c1ccccc1	i	i	i	i	i	i	i	i	i	i	i
Cc1ccc(N(CC(=O)N2CCn3c2nc2ccccc23)S(=O)(=O)c2c(C)n[nH]c2C)cc1	i	i	i	i	i	i	i	i	i	i	i
CCOC(=O)c1c(C)[nH]c(C)c1S(=O)(=O)N1CCC(c2ccccc2)C1 (stereo not given)	i	i	i	i	i	i	i	i	i	i	i
CCOC(=O)CCCNC(=O)CCNC(=O)c1ccc(OCCC(C)C)cc1	i	i	i	i	i	i	i	i	i	i	i
COc1ccccc1C(=O)Nc1ccnn1C1CCN(CC2CC=CCC2)CC1 (stereo not given)	i	i	i	i	i	i	i	i	i	i	i
Cc1ccc(C)c(/C(O)=C2\C(=O)C(=O)N(CCCn3ccnc3)C2c2ccncc2)c1 (stereo not given)	i	i	i	i	i	i	i	i	i	i	i
Cc1cccnc1NC(=O)CCNC(=O)c1ccc(Br)cc1	i	i	i	i	i	i	i	i	i	i	i
Clc1cccc(Cl)c1CSc1nnc(-c2sccc2-n2cccc2)o1	i	i	i	i	i	i	i	i	i	i	i
CN(C)S(=O)(=O)c1ccc(NC(=O)c2cc(-c3cccs3)nc3ccccc23)cc1	i	i	i	i	i	i	i	i	i	i	i
NC(=O)[C@@H]1CCCN1Cc1nc(-c2ccccc2)no1	i	i	i	i	i	i	i	i	i	i	i
CCOC(=O)CSc1nnc(Cc2ccccc2)n1-c1cccc(Cl)c1	i	i	i	i	i	i	i	i	i	i	i
CC(C)N(Cc1nccn1C)C(=O)c1cc(COc2ccc3ncccc3c2)on1	i	i	i	i	i	i	i	i	i	i	i
COc1cc(C(=O)OCC(=O)Nc2c(F)cccc2F)cc(OC)c1C	i	i	i	i	i	i	i	i	i	i	i
O=C(Nc1ccc2nc3n(c(=O)c2c1)CCCC3)c1cccc([N+](=O)[O-])c1	i	i	i	i	i	i	i	i	i	i	i
COc1ccc(-c2nc(CS(=O)(=O)CC(=O)NCc3cccc(Br)c3)c(C)o2)cc1	i	i	i	i	i	i	i	i	i	i	i
Cc1nc(-c2ccc(S(=O)(=O)NCc3ccccn3)s2)cs1	i	i	i	i	i	i	i	i	i	i	i
CC(=O)c1cccc(NC(=S)NC2CCCCC2)c1	i	i	i	i	i	i	i	i	i	i	i
CON/C=N/C(=S)Nc1ncc(C(F)(F)F)cc1Cl	i	i	i	i	i	i	i	i	i	i	i
COc1ccc(CCNC(=O)/C=C/c2ccc3ccccc3n2)cc1OC	13*	i	i	i	i	i	i	i	i	i	i
Cc1ccc(C(=O)N2CCN(c3ccccc3)CC2)cc1S(=O)(=O)N1CCCC1	i	i	i	i	i	i	i	i	i	i	i
CCc1ccc(N(CC(=O)NC(C)(C)CC)C(=O)CCC(=O)Nc2nccs2)cc1	i	i	i	i	i	i	i	i	i	i	i
COc1ccccc1NC(=O)COC(=O)c1cnccn1	i	i	i	i	i	i	i	i	i	i	i
CC1=NN(/C(=N\c2nnc(C)s2)Nc2ccccc2)[C@H](c2cccc3ccccc23)S1	i	i	i	i	i	i	i	i	i	i	i
COCCNC(=O)C(C)Oc1ccccc1 (stereo not given)	i	i	i	i	i	i	i	i	i	i	i
c1ccc(CNc2nc(N3CCOCC3)nc(N3CCOCC3)n2)cc1	i	i	i	i	i	i	i	i	i	i	i
COC(=O)c1ccccc1-n1cccc1C(=O)NP(=O)(N1CCOCC1)N1CCOCC1	i	i	i	i	i	i	i	i	i	i	i
Cc1ccc(NC2=NC3(CCCC3)N=C(N)N2)c(C)c1	i	i	i	i	i	i	i	i	i	i	i

(cont.)
SMILES	RGS4 block	TRPC4 PAM	TRPC4 agonist	TRPC6 inh	TRPC4 inh	MrgX1 PAM	MrgX1 agonist	MrgX1 antagonist	TRPC6 activator	ANO1 activ	ANO1 block
Cc1cccc(OCCn2cnc(Cl)c2Cl)c1	i	i	i	i	i	i	i	i	i	i	i
COCCNC(=O)[C@@H]1CSC2c3ccc(OC)c(OC)c3C(=O)N21 (stereo not given in full)	i	i	i	i	i	i	i	i	i	x	i
COc1cccc(C2(c3cccc(OC)c3)CC2C(=O)Nc2ccccc2Cl)c1 (stereo not given)	i	i	i	i	i	i	i	i	i	i	i
O=C(CNS(=O)(=O)c1ccc([N+](=O)[O-])cc1)N/N=C/c1ccc(O)cc1O	i	i	i	i	i	i	i	-13*	i	i	i
CN(CCOc1ccc(Cl)cc1)c1ccc(S(=O)(=O)N2CCCCC2)cn1	x	x	x	x	x	i	i	i	x	i	i
Cc1ccc(N(C(C)C(=O)N2CCN(Cc3ccccc3)CC2)S(C)(=O)=O)cc1 (stereo not given)	i	i	i	i	i	i	i	i	i	i	i
Cc1ccc(NC(=O)c2ccccc2-c2ccccc2C(=O)O)cc1C	i	i	i	i	i	i	i	i	i	i	i
O=C1Nc2ccc(S(=O)(=O)NCc3ccco3)c3cccc1c23	i	i	i	i	i	i	i	i	i	i	i
Cc1cc(Cl)c(OCCCN2CCCCC2)c(Br)c1	i	i	i	i	i	i	i	i	i	i	i
CC1(C(=O)Nc2ccc3ccccc3c2)CC1(Br)Br (stereo not given)	i	i	i	i	i	i	i	i	i	i	i
N#Cc1ccc2ccn(CC(=O)NCc3ccco3)c2c1	i	i	i	i	i	i	i	i	i	i	i
COCCCN1CC(=O)N2C(c3cccc(C)c3)c3[nH]c4ccccc4c3C[C@H]2C1=O (stereo not given in full)	i	i	i	i	i	i	i	i	i	i	i
CCOC(=O)/C(C#N)=C/c1c(N2CCN(CC)CC2)nc2c(C)cccn2c1=O	i	i	i	i	i	i	i	i	i	i	i
CCn1c(CNC(=O)c2cccnc2)cc2ccccc21	i	i	i	i	i	i	i	i	i	i	i
CN(C)c1cc[n+](CC(=O)Nc2ccc(Oc3ccccc3)cc2)cc1	i	i	i	-6.3*	i	i	i	i	i	i	i
CSc1nsc(NC(=O)OCc2ccc(Cl)cc2)n1	i	i	i	i	i	i	i	i	i	i	i
N#Cc1c(-c2ccccc2)ccnc1Oc1ccccc1	i	i	i	i	i	i	i	i	i	i	i
O=C(c1ccc2snnc2c1)N1CCCC1	i	i	i	i	i	i	i	i	i	i	i
CC(C)OC(=O)CN1C(=O)C(C)(C)Oc2ccc(C(=O)NC(C)(C)C)cc21	i	i	i	i	i	i	i	i	i	i	i

Shown bar-delimited: part of the list above.
SMILES | RGS4 block | TRPC4 PAM | TRPC4 agonist | TRPC6 inh | TRPC4 inh | MrgX1 PAM | MrgX1 agonist | MrgX1 antagonist | TRPC6 activator | ANO1 activ | ANO1 block
CN(C)c1cc[n+](CC(=O)Nc2ccc(Oc3ccccc3)cc2)cc1 | i | i | i | -6.3* | i | i | i | i | i | i | i
CC(C)OC(=O)CN1C(=O)C(C)(C)Oc2ccc(C(=O)NC(C)(C)C)cc21 | i | i | i | i | i | i | i | i | i | i | i
